High-throughput results as filed in PubChem BioAssay.
CHT PAM = allosterically activates the human high affinity choline transporter | actives 0.49% (n = 310,000) | AID 488977 | CHT-expressing cells, membrane potential dye, choline EC20; stronger effect = higher value; LV-AA mutant CHT in HEK293 cells | Q9GZV3 | B-score at 10 µM;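 active means initial fluorescence not abnormally high and integrated response B-score, plate-corrected, over 3 SD above library mean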
Target sequence (Q9GZV3 whole entry, looked up): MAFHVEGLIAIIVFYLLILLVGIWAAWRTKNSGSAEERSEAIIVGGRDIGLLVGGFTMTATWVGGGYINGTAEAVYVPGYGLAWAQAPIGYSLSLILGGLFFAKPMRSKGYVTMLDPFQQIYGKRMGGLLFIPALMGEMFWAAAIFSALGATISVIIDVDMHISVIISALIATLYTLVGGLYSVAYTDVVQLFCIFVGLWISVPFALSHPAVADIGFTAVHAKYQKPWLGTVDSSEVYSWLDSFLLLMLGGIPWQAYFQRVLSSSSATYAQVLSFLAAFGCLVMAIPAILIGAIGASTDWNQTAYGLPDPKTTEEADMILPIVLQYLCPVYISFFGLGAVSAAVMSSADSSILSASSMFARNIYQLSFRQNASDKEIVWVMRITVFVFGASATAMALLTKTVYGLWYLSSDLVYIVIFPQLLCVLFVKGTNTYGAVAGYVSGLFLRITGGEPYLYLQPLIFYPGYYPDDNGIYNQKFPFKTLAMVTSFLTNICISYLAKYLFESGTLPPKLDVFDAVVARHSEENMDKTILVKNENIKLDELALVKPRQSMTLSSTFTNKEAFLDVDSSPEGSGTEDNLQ
OX1R antagonist = human HCRTR1 antagonism. O43613. CHO/OX1R cells, Fluo-8 calcium fluorescence, orexin A. inhibition, % at 5 µM. actives 0.43% (n = 330,000);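 active means inhibition above its plate's threshold, mean inhibition of all tested compounds on the plate plus 3 SD, cut at about 37% in these data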;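 further: 0% = orexin A challenge wells and 100% = SB-334867-A antagonist wells; not every result past the cut was called active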
Target sequence (O43613 whole entry, looked up): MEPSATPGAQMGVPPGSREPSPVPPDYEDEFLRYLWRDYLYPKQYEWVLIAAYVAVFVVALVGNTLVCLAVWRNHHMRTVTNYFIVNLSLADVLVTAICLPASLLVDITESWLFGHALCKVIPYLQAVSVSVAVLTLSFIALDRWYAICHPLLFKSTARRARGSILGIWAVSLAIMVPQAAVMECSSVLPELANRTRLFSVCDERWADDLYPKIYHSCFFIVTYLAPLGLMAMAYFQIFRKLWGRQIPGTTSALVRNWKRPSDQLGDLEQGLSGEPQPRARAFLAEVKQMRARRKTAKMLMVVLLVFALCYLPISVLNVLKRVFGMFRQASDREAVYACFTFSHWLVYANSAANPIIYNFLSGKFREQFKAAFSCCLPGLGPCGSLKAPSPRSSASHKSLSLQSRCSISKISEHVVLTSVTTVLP
* = called active by the depositor; i = inactive; · = not tested or not shown. Random draw from the library. Share with any hit: about 0.83%.

SMILES	CHT PAM	OX1R antagonist
COc1ccc(S(=O)(=O)c2c(O)c3ccc(C(=O)Nc4ccccc4Cl)cc3[nH]c2=O)cc1	i	-4
Cc1nc2nc(COc3ccccc3)[nH]n2c(=O)c1Cl	i	6
CCn1c(SCC(=O)NCC2CCCO2)nnc1-c1ccccc1 (configuration not stated)	i	-4
Cc1ccc(S(=O)(=O)N/N=C2/CCCCC2C2CCCCC2)cc1[N+](=O)[O-] (configuration not stated)	i	-15
NS(=O)(=O)c1ccc(CCNC(=O)C2CCN(S(=O)(=O)c3ccc(Br)s3)CC2)cc1	i	-13
CCOC(=O)c1[nH]c2ccc(OC)cc2c1NS(=O)(=O)c1ccc(OC)cc1OC	i	-8
Cc1cc(C)c2c(N)c(C(=O)NN)sc2n1	i	-15
O=C(N/N=C/c1ccsc1)C1CC1	i	-3
O=C(Nc1ccc(F)cc1)C1CCN(S(=O)(=O)c2cccs2)CC1	i	-11
CC1CCN(Cc2cc(=O)oc3cc(O)c(Cl)cc23)CC1	i	-7
COc1cc(C(=O)NCCC2=CCCCC2)cc(OC)c1OC	i	-32
NS(=O)(=O)c1ccc(NC(=O)CSc2nnc(-c3cnccn3)n2-c2ccccc2)cc1	i	-14

2 compounds drawn at random from those above, as already listed:
SMILES	CHT PAM	OX1R antagonist
CCOC(=O)c1[nH]c2ccc(OC)cc2c1NS(=O)(=O)c1ccc(OC)cc1OC	i	-8
CCn1c(SCC(=O)NCC2CCCO2)nnc1-c1ccccc1 (configuration not stated)	i	-4

Additional records:
SMILES	CHT PAM	OX1R antagonist
CC(C)Cc1nnc(NC(=O)CN2C(=O)NC3(CCCC3)C2=O)s1	i	-14
N#Cc1nc(-c2ccc(OCc3ccccc3)cc2)oc1NCCN1CCOCC1	i	-24
O=C(CNC(=O)c1ccco1)NCC(=O)OCc1ccccc1Cl	i	-11
CCOP(=O)(OCC)C(C#N)=C1SCN(c2ccc(Cl)cc2)CS1	i	-16
CC(=O)NC(CC(=O)Nc1ccc2c(c1)OCCO2)c1ccccc1 (configuration not stated)	i	-24
N#Cc1ccc(OCC(=O)OCC(=O)NC2CC2)cc1	·	-5
C/C(=N\Nc1cc(N2CCOCC2)ncn1)c1cccc([N+](=O)[O-])c1	i	-15
CC(C)Cc1nnc(NC(=O)C2CCN(C(=O)c3ccc(F)cc3)CC2)s1	i	-5
Cc1cccc(CN2C(=O)N/C(=C/c3cc(C)n(-c4cc(C)ccn4)c3C)C2=O)c1	i	-9
O=C(COC(=O)c1cccc(Br)c1)Nc1cccc2c1C(=O)c1ccccc1C2=O	i	-3
CC(=O)NNC(=O)c1cc2sccc2s1	i	-10
CCOc1cc(C2C(C(=O)c3ccco3)=C(O)C(=O)N2Cc2ccccc2)ccc1O (configuration not stated)	i	-14
CSc1nc2nc3c(cc2c(=O)n1-c1ccccc1)COC(C)(C)C3	i	-44
CS(=O)(=O)N(CC(=O)Nc1ccc2c(c1)OCO2)c1ccc2c(c1)OCO2	i	-3
Cn1ccnc1SC(=O)N1c2ccccc2Sc2ccccc21	i	-10
COc1ccc(S(=O)(=O)N2CCOCC2)cc1C(=O)NCC(c1ccco1)N1CCCC1 (configuration not stated)	·	-7
Cc1ccc(S(=O)(=O)N[C@H](C(=O)OCn2nnc3ccccc3c2=O)C(C)C)cc1	i	-32
CC1(C)Cc2c(sc3nc(-c4ccccc4)n(N)c(=O)c23)CO1	i	7
Cc1ccc(-c2c[n+]3c(n2-c2ccccc2)CCC3)cc1	i	-5
CS(=O)(=O)c1ccc2nc(NC(=O)C3COc4ccccc4O3)sc2c1 (configuration not stated)	i	-23
O=S(=O)(N[C@H](CO)c1ccccc1)c1ccc(Br)cc1F	·	-14
CCN(CC)CCCn1c2c(c(SCC(=O)Nc3cc(OC)cc(OC)c3)nc1=O)CCC2	i	-25
Cc1ccnc(NS(=O)(=O)c2ccc(NS(=O)(=O)c3ccc(Br)cc3)cc2)n1	i	0
CCOc1ccc(N=C2NC(=O)S/C2=C\c2ccc(N(C)C)cc2)cc1	i	8

Some of these compounds in order of their number in OX1R antagonist, rising:
| compound | OX1R antagonist |
| --- | --- |
| Cc1ccc(S(=O)(=O)N[C@H](C(=O)OCn2nnc3ccccc3c2=O)C(C)C)cc1 | -32 |
| Cc1ccc(-c2c[n+]3c(n2-c2ccccc2)CCC3)cc1 | -5 |
| Cc1ccnc(NS(=O)(=O)c2ccc(NS(=O)(=O)c3ccc(Br)cc3)cc2)n1 | 0 |
| CCOc1ccc(N=C2NC(=O)S/C2=C\c2ccc(N(C)C)cc2)cc1 | 8 |

Continued.
SMILES	CHT PAM	OX1R antagonist
CCOc1cccc(=O)c2c(C)oc(C)c12	i	-17
CC(=O)NC(Cc1ccccc1F)C(=O)NC1CCN(C(=O)c2cnccn2)CC1 (configuration not stated)	i	2
Cc1ccc(NC(=O)Cn2nnc(C(=O)NCc3cccs3)c2N)cc1Cl	i	-5
CCCc1nnc(NC(=O)CCS(=O)(=O)Cc2ccccc2)s1	i	-2
CCOc1[nH]c(/N=C/c2ccco2)c(C#N)c1C#N	i	-4
CN(C(=O)Nc1cnccc1C(F)(F)F)C1CCCCC1	i	11
O=C1CCC(C(=O)N2CCCCO2)CN1CCc1ccccc1 (configuration not stated)	i	-6
C/C(=C/C(=O)O)C(=O)Nc1cccc(C(F)(F)F)c1	i	8
O=C1C=C(c2cccc(Cl)c2O)C[C@@H](c2ccc(F)cc2)C1	·	5
Cc1ccc(C2N(c3ccc(Cl)c(Cl)c3)C(=O)C3CCCN32)o1 (configuration not stated)	i	-33
Cc1cc(C)n(CC(C)NC(=O)CCc2nnc(CCc3ccccc3)o2)n1 (configuration not stated)	i	-22
CC(C)(C)c1ccc(Oc2ccc(N)cc2)cc1	i	8
CC(C)(C)NC(=O)NC(=O)COC(=O)Cn1c(C(F)(F)F)nc2ccccc21	i	-12
COc1ccc(C(=O)Nc2ccccc2NC(=O)c2ccc(OC)cc2)cc1	i	-40
Cc1cc(NC(=O)CCCC(=O)N(CC(=O)NC2CCCCC2)c2ccccc2)no1	i	-28
CCc1noc(C)c1C(=O)N1CCN(S(=O)(=O)c2ccc(Cl)s2)CC1	i	-34
CC(=O)c1sc(N)nc1C	i	5
Cc1ccc(C(=O)O)cc1NC(=O)CCc1ccccc1	i	-3
CC(C)N1CCN(Cc2coc3ccccc3c2=O)CC1CCO (configuration not stated)	i	-10
Cc1cccc(C)c1OCC(=O)NNC(=O)Nc1ccc(Cl)cc1	i	-2
COc1ccc([C@@H]2CC=C(C(=O)O)[C@H](c3cccc(Cl)c3)N2S(=O)(=O)c2ccccc2C)cc1	i	14
O=C(CCn1cccc(C(F)(F)F)c1=O)Nc1cccc(C(F)(F)F)c1	i	4
CCC(C)NC(=O)CNS(=O)(=O)c1ccc(C)cc1 (configuration not stated)	i	-10
O=C(N=Nc1c(O)n(Cc2ccccc2)c2ccccc12)c1ccc(O)cc1	i	-10
O=C(Nc1ccnn1C1CCN(C(=O)c2ccc(Cl)c(F)c2)CC1)C1CCOC1 (configuration not stated)	i	·
C=CCNC(=O)COC(=O)COc1ccc(Cl)cc1C	i	-17
COc1ccc(Cn2ccnc2SCC(=O)Nc2ccccc2)cc1	i	-21
CC(C)c1c(C(=O)N/N=C/C2CC=CCC2)nnn1-c1nonc1N (configuration not stated)	i	17
C=CCOC(=O)C1=C[C@@H](c2csc3ccccc23)[C@H](CCCO)[C@@H](OCC)O1	i	-23
CC(C)CN(C(=O)CN1CCC(C)CC1)c1c(N)n(CC(C)C)c(=O)[nH]c1=O	i	-23
Nn1c(SCC(=O)NCCC2=CCCCC2)nnc1C(F)(F)F	i	-18
COc1ccc(OC)c(C(=O)CN2C(=O)C(=O)N(C3CCCC3)C2=O)c1	·	-10
COc1ccc(CCNC(=O)C(=O)NCC2OCCN2S(=O)(=O)c2ccc(Br)cc2)cc1OC (configuration not stated)	i	0
COc1ccc(OC)c(NC(=S)N2c3ccccc3CC2C)c1 (configuration not stated)	i	-30
Cc1cccc(NC(=S)N2CCN(c3cc(C)ccc3C)CC2)c1	i	-9
CCCOc1ccc(CNC(=O)C2CCN(c3nnc(N4CCCC4=O)s3)CC2)cc1	i	-8
O=C(c1ccc2c(c1)OCO2)N1CCN(c2ccccn2)CC1	i	0
COC(=O)c1ccc(NC(=O)CN(Cc2ccc(Cl)cc2)S(C)(=O)=O)cc1	i	-11
CCCS(=O)(=O)c1nnnn1-c1cccc(OC)c1	i	7
CCn1c(SCC(=O)NC2(C#N)CCCCC2)nc2ccccc2c1=O	i	-32
CC1(C)O[C@H]2CC(=O)OC[C@]23[C@H]2CC[C@@]4(C)[C@H](c5ccoc5)OC(=O)[C@H]5O[C@]54[C@]2(C)[C@@H](O)C[C@@H]13	·	4
Cc1ccc(C(C)C)cc1NC(=O)Nc1ccc([N+](=O)[O-])cc1	i	22
CCOC(=O)c1c(S(=O)(=O)NCC(=O)Nc2ccc(F)cc2F)c(C)n(C)c1C	i	-12
Cc1ccc(SCC(=O)Nc2cccnc2)cc1	i	-20
CCOc1[nH]n(-c2ccccc2)c(=O)c1C=Nc1ccccc1	i	-14
O=C1OC(Oc2ccccc2)(c2ccccc2)c2ccccc21 (configuration not stated)	i	36
COc1cc(-c2nnc(SCC(=O)NC3CCS(=O)(=O)C3)o2)cc(OC)c1OC (configuration not stated)	i	-2
O=C(Cn1cc(C(=O)C2CCCCC2)c2ccccc21)NCC1CCCO1 (configuration not stated)	i	-21
Cc1ccc(-c2nnc(NCc3ccccc3)c3ccccc23)cc1	i	-27
CCOP(=O)(OCC)c1nc(Cc2ccccc2)oc1NCc1ccccc1	i	-32
C=COCCNC(=S)N1CCOCCOCCN(C(=S)NCCOC=C)CCOCC1	i	-38
CC(=O)N1CCN(C(=O)c2ccc(S(=O)(=O)Nc3ccccc3Cl)cc2)CC1	i	0
NC(Cc1c[nH]c2ccccc12)C(=O)NCc1ccccc1 (configuration not stated)	i	-20
NNc1nc2c(Cl)ccc(Cl)c2s1	i	4
Cc1cc(C)cc(N2CC(C)Cn3c2nc2c3c(=O)[nH]c(=O)n2C)c1 (configuration not stated)	i	-29
CCC(=O)Nc1ccccc1-c1nnn(CC(=O)N2c3ccccc3CC2C)n1 (configuration not stated)	i	-23
CCCCOC(=O)c1ccc(S(N)(=O)=O)o1	i	13
O=C(NCc1ccccn1)c1ccc(COc2ccc(Cl)cc2)o1	i	-37
CCCNC(=O)c1ccc2c(=O)n3c(-c4ccc(C)cc4)csc3nc2c1	i	-15
COC/C=C/C1=CC2=CC(=O)C(C)(OC(=O)CCC(=O)OC)C(=O)C2=CO1 (configuration not stated)	i	-5

Structures shown so far with an aryl methoxy group, in the order listed:
SMILES	CHT PAM	OX1R antagonist
COc1ccc(S(=O)(=O)c2c(O)c3ccc(C(=O)Nc4ccccc4Cl)cc3[nH]c2=O)cc1	i	-4
CCOC(=O)c1[nH]c2ccc(OC)cc2c1NS(=O)(=O)c1ccc(OC)cc1OC	i	-8
COc1cc(C(=O)NCCC2=CCCCC2)cc(OC)c1OC	i	-32
COc1ccc(S(=O)(=O)N2CCOCC2)cc1C(=O)NCC(c1ccco1)N1CCCC1 (configuration not stated)	·	-7
CCN(CC)CCCn1c2c(c(SCC(=O)Nc3cc(OC)cc(OC)c3)nc1=O)CCC2	i	-25
COc1ccc(C(=O)Nc2ccccc2NC(=O)c2ccc(OC)cc2)cc1	i	-40
COc1ccc([C@@H]2CC=C(C(=O)O)[C@H](c3cccc(Cl)c3)N2S(=O)(=O)c2ccccc2C)cc1	i	14
COc1ccc(Cn2ccnc2SCC(=O)Nc2ccccc2)cc1	i	-21
COc1ccc(OC)c(C(=O)CN2C(=O)C(=O)N(C3CCCC3)C2=O)c1	·	-10
COc1ccc(CCNC(=O)C(=O)NCC2OCCN2S(=O)(=O)c2ccc(Br)cc2)cc1OC (configuration not stated)	i	0
COc1ccc(OC)c(NC(=S)N2c3ccccc3CC2C)c1 (configuration not stated)	i	-30
CCCS(=O)(=O)c1nnnn1-c1cccc(OC)c1	i	7
COc1cc(-c2nnc(SCC(=O)NC3CCS(=O)(=O)C3)o2)cc(OC)c1OC (configuration not stated)	i	-2

Further results.
SMILES	CHT PAM	OX1R antagonist
COCC(C)NC(=O)CCSc1nc(-c2ccc(OC)cc2)cc(C(F)(F)F)n1 (configuration not stated)	i	-13
CC(NC(=O)CCc1nnc(Cc2cccc(C(F)(F)F)c2)o1)C1CC1 (configuration not stated)	i	-10
CC(C)c1ccc(N(CC(=O)NC2CCCCC2)C(=O)CCC(=O)Nc2ccccn2)cc1	i	-24
CC(C)C(c1nnnn1Cc1cccs1)N1CCN(c2ccccc2)CC1 (configuration not stated)	i	-22
CN1C(=O)CCC1(O)c1ccccc1 (configuration not stated)	i	0
O=C(OCc1cccc([N+](=O)[O-])c1)c1cc(=O)[nH]c2ccccc12	i	-20
O=C(O)c1ccccc1OCc1ccccc1Cl	i	-8
O=C(OCc1nc2ccccc2s1)c1ccco1	i	-25
CC(C)c1ccc(/C=N/NC(=O)CCNC(=O)c2ccccc2)cc1	i	-12
O=C(Oc1ccc(=O)n(-c2ccccc2)n1)c1ccccc1	i	-16
C/C(N)=C(/C#N)C(=O)COC(=O)C1CCN(C(=O)c2ccc(Cl)cc2)CC1	i	-28
COc1cc(NC(=S)Nc2ccccn2)cc(OC)c1OC	i	-23
COc1ccc(CCNC(=O)CNS(=O)(=O)c2ccc(N(C)C)c([N+](=O)[O-])c2)cc1OC	i	-28
O=S1(=O)CCN(Cc2ccccn2)CC1	i	-5
Cc1sc2c(c1C)C(=O)/C(=C\Nc1ccccn1)S(=O)(=O)N2C	i	-24
NNC(=O)CSc1nnnn1-c1ccccc1	i	19
O=C(C[n+]1cc(-c2ccc(F)cc2)n2c1CCC2)c1cccs1	i	-18
Cn1nnnc1SCc1nnc(-c2ccccc2Br)o1	i	-15
COCCN(Cc1cccs1)S(=O)(=O)c1csc(C(N)=O)c1	i	-4
Cc1cccc(CSc2nc3nc(C)cc(C)n3n2)c1	i	2
CCn1c(=O)n(CC)c2cc(N3CCCC3)c(NC(=O)c3ccccc3OC)cc21	i	-23
